CSN inh: inhibitors of CSN-mediated cullin deneddylation, primary screen, biochemical, fluorescence polarization, uHTS; COP9 signalosome complex subunit 5 (Homo sapiens), Q92905; Purified CSN, SCF-Nedd8-OG deneddylation; inhibition, % at 12.5 µM; 360,000 compounds, 0.38% hits; AID 651999, 2013;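 active = pattern-corrected inhibition above about 35%, with an unprinted fluorescence ratio check between 0.5 and 1.5, limit read from the data, passing the limit was not always enough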;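 note: 0% = enzyme with substrate and 100% = substrate without enzyme; some results filed as inactive read as strong as hits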
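Assay system: HEK293T-derived human Csn5 enzyme; quantity: 0.24 nM enzyme; medium: Tris/NaCl/DTT buffer, pH 7.5; also added: substrate SCFSkp2-Nedd8OG, 10 nM; doses: 12.5 µM compound; schedule: 90 min reaction at room temperature; signal: FP; read-out: % inhibition of substrate cleavage by Csn5; benchmarks: substrate-only high control, full reaction low control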
NadD block: inhibitors of S. aureus NadD, primary screen, biochemical, colorimetric, uHTS. purified NadD enzyme, colorimetric absorbance read-out. inhibition, % at 20 µM. 360,000 compounds, 0.78% hits; in the data active = inhibition above about 26%; note: some compounds past the cut are filed as inactive
LMPTP inh: LMPTP phosphatase inhibitors, primary screen, biochemical, fluorescence intensity, uHTS | recombinant LMPTP-A, OMFP fluorogenic substrate | AID 651560, 2012 | inhibition, % at 20 µM | 360,000 compounds, 0.22% hits;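 active = compounds that cut the enzyme signal by at least half of the control window in the single-dose screen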;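 note: plate controls were DMSO wells with enzyme plus substrate for no effect and substrate without enzyme for full effect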
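Assay system: LMPTP-A phosphatase enzyme | Input: 0.625 nM enzyme | Also added: Fluorogenic phosphatase substrate OMFP at 400 µM final | Compound dosing: One test concentration per compound, 20 µM, with 3% DMSO overall | Schedule: 50 min enzyme reaction at room temperature, protected from light | Signal: Fluorescence intensity | Benchmarks: no-enzyme and uninhibited controls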
SUMO1-SIM PPI: modulators of SUMO1 protein-protein interactions, primary screen, biochemical, uHTS | 360,000 compounds, 0.33% hits | inhibition, % at 20 µM | AID 602429, 2012 | Small ubiquitin-related modifier 1 (Homo sapiens), P63165 | SUMO1 binding to a labelled peptide, TR-FRET, 1 h; in the data active = inhibition above about 37%
STEP inh: STEP phosphatase inhibitors, primary screen, biochemical, fluorescence intensity, uHTS. Tyrosine-protein phosphatase non-receptor type 5 (Homo sapiens), P54829. recombinant STEP, OMFP fluorogenic substrate. inhibition, % at 20 µM. 360,000 compounds, 0.25% hits. AID 588621, 2011;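 active = inhibition at 20 µM, scaled per plate between control wells, above about 37%, limit read from the data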;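 note: 0% = DMSO with enzyme and substrate and 100% = substrate only without enzyme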
Target sequence (P54829 whole entry, looked up): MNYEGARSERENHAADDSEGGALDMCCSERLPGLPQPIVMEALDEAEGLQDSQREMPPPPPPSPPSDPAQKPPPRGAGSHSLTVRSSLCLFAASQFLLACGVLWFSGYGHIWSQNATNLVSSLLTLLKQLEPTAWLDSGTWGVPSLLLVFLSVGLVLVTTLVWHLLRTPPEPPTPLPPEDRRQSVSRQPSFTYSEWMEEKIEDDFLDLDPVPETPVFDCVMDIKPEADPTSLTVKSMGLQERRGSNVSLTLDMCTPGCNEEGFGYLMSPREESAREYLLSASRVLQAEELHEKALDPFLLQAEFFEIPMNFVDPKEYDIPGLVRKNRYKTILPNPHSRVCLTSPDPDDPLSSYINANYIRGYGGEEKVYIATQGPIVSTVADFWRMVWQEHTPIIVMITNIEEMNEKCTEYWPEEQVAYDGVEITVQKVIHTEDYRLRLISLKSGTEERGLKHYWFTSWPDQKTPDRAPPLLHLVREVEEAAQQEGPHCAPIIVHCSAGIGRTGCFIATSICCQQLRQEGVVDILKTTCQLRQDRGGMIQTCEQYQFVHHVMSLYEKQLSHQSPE
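material = STEP tyrosine phosphatase | reagent = fluorogenic phosphatase substrate OMFP at 25 µM final | doses = single compound dose of 20 µM, 1% DMSO final | schedule = 20 min reaction, room temperature, in the dark | measured by = fluorescence, 480/540 nm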
Rpn11 inh: Rpn11 (PSMD14) deubiquitinase inhibitors, primary screen, biochemical, fluorescence polarization, uHTS. 26S proteasome non-ATPase regulatory subunit 14 (Homo sapiens), O00487. human 26S proteasome, Ub4-pepOG fluorescence polarization; 20S core pre-blocked with epoxomicin. calls only at 20 µM. 360,000 compounds, 0.59% hits. AID 588493, 2011;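 active = inhibition at 20 µM, scaled to each plate's controls, above about 33%, limit read from the data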
Target sequence (O00487 whole entry, looked up): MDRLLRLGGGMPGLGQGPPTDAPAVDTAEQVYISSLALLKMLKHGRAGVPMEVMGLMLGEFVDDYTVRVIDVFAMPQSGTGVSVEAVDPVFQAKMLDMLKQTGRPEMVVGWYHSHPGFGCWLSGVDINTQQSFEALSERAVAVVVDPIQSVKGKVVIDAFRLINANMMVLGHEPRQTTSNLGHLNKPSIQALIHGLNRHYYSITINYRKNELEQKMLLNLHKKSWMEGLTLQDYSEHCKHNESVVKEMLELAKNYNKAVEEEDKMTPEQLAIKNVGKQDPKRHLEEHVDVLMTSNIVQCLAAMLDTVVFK
TbMetRS inhib: T. brucei MetRS inhibitors, primary screen, biochemical, luminescence; AID 624268, 2012; 360,000 compounds, 0.4% hits; inhibition, % at 11.9 µM; methionyl-tRNA synthetase (Trypanosoma brucei brucei); purified T. brucei MetRS, ATP depletion, Kinase-Glo luminescence;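 active = inhibition above a per-plate cutoff of the control wells' mean inhibition plus 3 SD, cut at about 5.5% in these data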;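 note: 0% = DMSO wells median and 100% = median of wells with control inhibitor compound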
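Test system – parasite MetRS enzyme · Reagent – substrates ATP, L-methionine and bulk Escherichia coli tRNA · Doses – 11.9 µM compound single dose, 0.9% DMSO · Times – 15 min enzyme-compound preincubation, 2 h reaction, 10 min detection, 25 °C · Signal – Kinase-Glo luminescence, ATP depletion format · Controls – DMSO-only wells as low control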
Scp1 inh: Scp-1 phosphatase inhibitors, primary screen, biochemical, colorimetric, uHTS | inhibition, % at 20 µM | Carboxy-terminal domain RNA polymerase II polypeptide A small phosphatase 1 (Homo … | Recombinant Scp1, phosphopeptide, malachite green phosphate absorbance | 340,000 compounds, 0.88% hits;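 active = inhibition above about 50% at 20 µM, limit read from the data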;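 note: plate controls were DMSO wells with enzyme for no effect and wells lacking enzyme for full effect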
Target sequence (Q9GZU7 76-261 limits assumed): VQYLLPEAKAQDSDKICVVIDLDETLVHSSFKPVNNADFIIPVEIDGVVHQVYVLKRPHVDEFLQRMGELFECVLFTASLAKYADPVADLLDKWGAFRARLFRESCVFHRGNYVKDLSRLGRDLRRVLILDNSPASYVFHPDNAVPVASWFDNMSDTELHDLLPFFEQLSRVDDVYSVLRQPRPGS
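Test system: SCP-1 catalytic domain; Buffer or medium: Acidic Tris acetate buffer with magnesium and detergent; Also added: Phosphorylated 17-residue peptide substrate; Compound: single 20 µM dose, 1% DMSO; Schedule: enzyme reaction 45 min at room temperature, colour 5 min, stabilisation 30 min; Signal: Phosphate-binding colour reagent, absorbance read at 630 nm.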
DNMT1 block: human DNMT1 methyltransferase inhibitors, primary screen, biochemical, molecular beacon, fluorescence, HinP1I cleavage, uHTS; DNA (cytosine-5)-methyltransferase 1 (Homo sapiens), P26358; inhibition (reported as % activation of signal), % at 10 µM; 360,000 compounds, 0.83% hits; in the data active = inhibition above about 50%
MsrA inh: bovine MsrA enzyme inhibitors, primary screen, biochemical, absorbance, HTS; Methionine sulfoxide reductase A (Bos taurus); purified bovine MsrA, absorbance read-out; inhibition, % at 15.5 µM; 360,000 compounds, 0.75% hits; in the data active = inhibition above about 4.5%;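 note: 0% = vehicle wells with enzyme and 100% = reference inhibitor wells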
* marks the source's active call; other numbers are inactive results; i = inactive; nt = no result given.

SMILES	CSN inh	NadD block	LMPTP inh	SUMO1-SIM PPI	STEP inh	Rpn11 inh	TbMetRS inhib	Scp1 inh	DNMT1 block	MsrA inh
CCn1c(=O)c2cc(C(=O)N(C)c3ccc(OC)cc3OC)sc2c2ccccc21	-1	-11	1.9	-11	2	i	-1.2	9	-5	0.3
CCC(C(=O)NC(CC(=O)O)c1ccc(Cl)cc1)c1ccccc1 (centres undefined)	2	-4	-2.2	6	2	i	1.0	-16	1	-1.0
Cc1csc2c(N3CCN(C(=O)Nc4ccccc4)CC3)ncnc12	2	1	1.3	6	-1	i	-0.4	8	4	1.6
Cc1onc(-c2ccccc2)c1C(=O)NC1CCC(C)CC1 (centres undefined)	-2	-3	-0.1	0	4	i	-0.1	-6	-2	0.5
O=C(COC(=O)c1cc(=O)c2ccccc2o1)NCc1ccccc1	1	-5	-0.4	1	-3	i	-0.4	-3	2	2.1
Cc1cn([C@H]2C[C@H](O)[C@@H](CCC(=O)NCCN3CCCCC3)O2)c(=O)[nH]c1=O	-4	2	-5.5	-1	0	i	0.4	4	0	-0.2
COc1cc(C2Nc3cccc4cccc(c34)N2)cc(OC)c1O	-2	32*	8.6	11	3	i	0.0	19	-32	4.2
COC(=O)CNC(=O)C(Cc1c[nH]c2ccccc12)NC(=O)OC(C)(C)C (centres undefined)	1	3	0.6	-5	0	i	-1.0	-7	3	-0.2
O=C(CN1CCN(c2ccc(F)cc2)CC1)NCc1cccs1	-8	-4	-0.8	-1	-1	i	-0.2	-3	0	0.7
Cc1nn(-c2ccccc2)c(Cl)c1C1C(C#N)=C(N)Oc2n[nH]c(C)c21 (centres undefined)	-7	2	-1.3	-1	-5	i	-0.7	-4	-15	-0.5
O=C(NC(=S)Nc1ccc(S(=O)(=O)N2CCCC2)cc1)C1CCC1	4	-4	-0.7	1	0	i	0.3	-15	-4	2.5
COc1ccc2cc(Br)ccc2c1CC(=O)NC(C)C	-3	0	1.0	-10	-2	i	0.3	-1	1	1.4
C#CCNC(=O)c1ccc2sc([C@@H]3O[C@H](CO)[C@H](O)[C@H](O)[C@H]3O)nc2c1	-6	4	-0.4	0	-3	i	-0.3	nt	6	-0.2
CCn1cc(C(=O)NC2CCCCCC2)c(=O)c2cc(S(=O)(=O)N3CCCCC3)ccc21	-1	-2	2.2	2	2	i	2.1	-8	-4	0.6
O=C(Cc1cccs1)NCc1cccc(CNC(=O)Cc2cccs2)c1	7	3	-0.8	3	1	i	-0.2	-12	1	-1.4
C=C(C)CNC(=S)/N=c1\scc(C)n1CC	-2	3	-2.6	2	1	i	-0.4	-5	1	2.8
CC1CN(S(=O)(=O)c2cccc(C(=O)NN3CCN(C)CC3)c2)CC(C)O1 (centres undefined)	-1	4	-7.9	5	-1	i	-0.9	-10	0	0.0
COc1ccc(N2CCN(C(c3cc4ccc(C)cc4[nH]c3=O)c3nnnn3C3CCCC3)CC2)cc1 (centres undefined)	3	8	2.1	-1	0	i	-0.8	-7	-9	0.2
O=Cc1nc(-c2ccccc2Cl)n2ccccc12	-3	1	-0.6	-17	-1	i	0.4	-5	1	3.9
CCc1cc(=O)oc2cc(OCC(=O)N3CCC(C(=O)O)CC3)ccc12	-2	4	-1.2	0	-1	i	-0.9	4	4	1.7
COc1cc(OC)cc(C(=O)N2CCC(C(=O)c3ccc(F)cc3)CC2)c1	3	0	-0.7	5	-2	i	-0.4	-10	-4	0.3
COc1cc(C(=O)NC(CCSC)C(=O)OCc2cc([N+](=O)[O-])cc3c2OCOC3)cc(OC)c1OC (centres undefined)	2	-10	0.7	-2	3	i	-0.6	-12	2	1.0
O=C(CCl)Nc1c(C(=O)Nc2ccc3c(c2)OCCO3)oc2ccccc12	-1	-8	2.5	-8	-1	i	-0.3	-14	4	2.0
Cc1ccccc1CSc1nc2[nH]ncc2c(=O)[nH]1	-1	0	-1.4	0	2	i	2.3	-3	-1	1.2
Cc1ccc(C2(C)NC(=O)N(CC(=O)NNC(=O)c3ccccc3F)C2=O)cc1 (centres undefined)	-3	2	-2.6	2	0	i	-0.1	16	2	-0.3
Continued:
SMILES	CSN inh	NadD block	LMPTP inh	SUMO1-SIM PPI	STEP inh	Rpn11 inh	TbMetRS inhib	Scp1 inh	DNMT1 block	MsrA inh
COc1ccc(N(CN2C(=O)C3CCCCC3C2=O)C(=O)c2ccco2)cc1 (centres undefined)	7	-5	-0.8	-3	-4	i	-0.4	3	-5	-1.4
CCn1c(SCC(=O)Nc2ccc3c(c2)OCCO3)nnc1-c1ccco1	6	6	-1.9	28	0	i	-0.6	-4	-4	-0.7
Cc1ccc(SCCCn2cncn2)cc1	-4	3	-0.2	1	-2	i	-0.7	-4	2	-0.4
COc1ccc(N2CCN(C(CNC(=O)OCc3ccccc3)c3ccco3)CC2)cc1 (centres undefined)	-5	-4	-1.2	4	-3	i	-0.3	-6	-4	0.5
O=C(CSc1nnc(-c2ccc(O)cc2)n1Cc1ccco1)c1cccs1	-3	-3	1.2	1	-1	i	0.3	-8	8	-0.1
C=CCSc1nnc2c(n1)OC(c1ccccn1)N(C(C)=O)c1ccccc1-2 (centres undefined)	1	1	-1.0	-23	-3	i	-0.4	-1	-1	2.5
O=C(CNC(=O)c1ccc(Cl)cc1)NNc1c(F)c(F)cc(F)c1F	0	0	-1.7	-1	2	i	0.3	-15	3	-0.8
COc1cc(CNn2c(C)n[nH]c2=S)cc(Br)c1OCC(=O)NC(C)(C)C	-2	-1	-83	1	-1	i	-0.3	3	-2	0.3
CCOc1ccc(S(=O)(=O)Nc2ccccc2C(=O)N2CCOCC2)cc1	0	1	0.1	0	-3	i	0.3	-7	2	-1.1
Cc1ccc(CSc2nc3c(cc2C#N)CCC3)cc1	0	9	0.5	2	1	i	-0.9	0	2	1.6
C=CCNC(=O)COC(=O)COc1ccc(Cl)cc1C	-5	0	-0.7	1	-2	i	0.1	-2	-2	-0.8
N#Cc1ccc(NC(=O)CCc2ccc(S(=O)(=O)N3CCOCC3)cc2)cc1	2	5	-0.7	-2	1	i	0.2	-9	-2	1.3
Cc1c(CN2CCc3c([nH]c4ccccc34)C2CC(C)C)cnn1C (centres undefined)	1	-5	0.0	-1	-2	i	-0.9	2	0	-0.4
CC1CCCC(C)N1C(=O)COc1ccc(-c2nnco2)cc1 (centres undefined)	1	-4	0.3	2	1	i	-0.5	-10	-3	-1.5
OCCC1CN(Cc2ccn[nH]2)CCN1Cc1ccc(F)c(F)c1 (centres undefined)	2	5	-0.4	-3	0	i	-0.5	-10	-6	2.2
C=C(C)COC(=O)c1ccccc1C(=O)OCC1(C)CO1 (centres undefined)	-1	2	-0.5	-1	-1	i	-0.3	-5	5	0.6
Nc1ncnc(NNC(=O)CNC(=O)c2c(F)cccc2Cl)c1[N+](=O)[O-]	-4	-6	-2.2	-25	2	i	-1.0	-7	-1	1.3
CCOc1ccc(C(=O)c2cccs2)cc1	-5	-2	-1.0	0	1	i	-0.7	-3	3	1.0
CCN(CC)C(=O)Cc1cn(C)c2ccccc12	1	2	-0.6	0	0	i	-0.5	-4	-1	0.6
COc1ccc(CCNC(=O)c2ccc(=O)[nH]n2)cc1OC	0	-1	-0.3	-4	3	i	-0.5	-2	-1	-0.1
Cc1ccccc1NC(=O)COC(=O)/C=C/c1cn(-c2ccccc2)nc1-c1cccnc1	5	23	0.5	1	5	i	-0.4	4	52*	0.7
Cc1ccccc1OCCCSc1nc2ccccc2[nH]1	4	-1	3.3	-2	2	i	1.9	-1	-4	-0.9
Cc1nn(Cc2c(F)cccc2Cl)c(C)c1[N+](=O)[O-]	0	-8	-0.4	-2	2	i	-0.5	-1	0	0.2
CCOC(=O)c1nn(C)c2[nH]c(=O)n(C)c(=O)c12	2	-1	-0.4	-4	-1	i	-0.3	-7	-4	-0.1

Structures from the list above that have fluorine:
SMILES	CSN inh	NadD block	LMPTP inh	SUMO1-SIM PPI	STEP inh	Rpn11 inh	TbMetRS inhib	Scp1 inh	DNMT1 block	MsrA inh
O=C(CN1CCN(c2ccc(F)cc2)CC1)NCc1cccs1	-8	-4	-0.8	-1	-1	i	-0.2	-3	0	0.7
COc1cc(OC)cc(C(=O)N2CCC(C(=O)c3ccc(F)cc3)CC2)c1	3	0	-0.7	5	-2	i	-0.4	-10	-4	0.3
Cc1ccc(C2(C)NC(=O)N(CC(=O)NNC(=O)c3ccccc3F)C2=O)cc1 (centres undefined)	-3	2	-2.6	2	0	i	-0.1	16	2	-0.3
O=C(CNC(=O)c1ccc(Cl)cc1)NNc1c(F)c(F)cc(F)c1F	0	0	-1.7	-1	2	i	0.3	-15	3	-0.8
OCCC1CN(Cc2ccn[nH]2)CCN1Cc1ccc(F)c(F)c1 (centres undefined)	2	5	-0.4	-3	0	i	-0.5	-10	-6	2.2
Nc1ncnc(NNC(=O)CNC(=O)c2c(F)cccc2Cl)c1[N+](=O)[O-]	-4	-6	-2.2	-25	2	i	-1.0	-7	-1	1.3
Cc1nn(Cc2c(F)cccc2Cl)c(C)c1[N+](=O)[O-]	0	-8	-0.4	-2	2	i	-0.5	-1	0	0.2

Assay outcomes from PubChem.
